# Source: PubChem (several laboratories)
# NOD2 inhibition = inhibition of NOD2-driven NF-kB reporter – cell-based, luminescence, uHTS, HEK293 (AID 1566); HEK293 NOD2/NF-kB luciferase reporter, luminescence; higher % means a stronger effect; one-dose inhibition, % at 4 µM; EC50 in µM for titrated hits; 0.63% of 290,000 active; further: many of its hits are not listed in these tables
# AID2073 = inhibitors of Mint1-CaV2.2 protein interaction, biochemical, HTRF (AID 2073) | 0.19% of 290,000 active | one-dose inhibition, % at 20 µM; IC50 in µM for titrated hits | HTRF protein-protein interaction, Mint1-CaV2.2; higher % means a stronger effect; in the data active means inhibition mostly above about 51%, no sharp cut-off; inconclusive means no clear call, values can overlap the other calls; inactive means mostly below about 53%; further: some results filed as inactive read as strong as hits
# Dengue-2 NS5 capping = Dengue-2 NS5 methyltransferase inhibitors, primary screen, biochemical, confirmation dose response (AID 588689); Dengue-2 NS5 methyltransferase capping enzyme assay, biochemical; higher % means a stronger effect; 0.3% of 340,000 active; inhibition, % at 25 µM, or IC50 in µM where a hit was titrated; in the data active means a potency from the dose series; inconclusive means inhibition above about 29% without an active follow-up result
# Myeloid diff MLP = compounds promoting myeloid differentiation. 1% of 360,000 active. calls only at 10 µM. ER-HoxA9 myeloid progenitors, lysozyme-GFP differentiation, flow cytometry. AID 624256;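 active means normalized GFP-positive differentiation at or above the plate's own cutoff, the solvent-only control mean plus 3 SD; inconclusive means no clear call, values can overlap the other calls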;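 further: cells exposed to compound for four days before flow analysis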
# XIAP displacement = XIAP antagonists, biochemical, IAP family, fluorescence polarization (AID 1018). XIAP BIR domain, fluorescence polarization peptide displacement; higher % means a stronger effect. 0.007% of 200,000 active. displacement, % at 20 µM, or IC50 in µM where a hit was titrated; in the data active means displacement above about 50%; further: a part of the inactive calls stands beside numbers as strong as those of hits
# SIAH1 antagonists = blockers of Siah-1 interaction with plectin peptide – biochemical, fluorescence polarization, rhodamine-plectin, uHTS, primary screen (AID 1817); Siah-1 / rhodamine-plectin peptide fluorescence polarization; higher % means a stronger effect; displacement, % at 20 µM, or IC50 in µM where a hit was titrated; 0.02% of 290,000 active;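 active means displacement of at least 50% at 20 µM, with a fluorescence ratio check between 0.3 and a set limit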;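 further: plate controls were Siah plus tracer with DMSO for no effect and tracer alone without Siah for full effect; strong numbers were not always called active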
# LYP phosphatase = inhibitors of LYP phosphatase, biochemical, fluorescence intensity, uHTS (AID 1779); recombinant LYP phosphatase, fluorescence intensity; higher % means a stronger effect; inhibition, % at 11.5 µM, or IC50 in µM where a hit was titrated; 0.054% of 290,000 active;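 further: plate controls were vehicle with enzyme for no effect and no enzyme for full effect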
# HIV fusion peptide = cell-free HIV fusion peptide-binding blockers – biochemical, uHTS, fluorescence dequenching, primary screen (AID 1986); cell-free peptide binding, fluorescence dequenching, 30 min; higher % means a stronger effect; 0.3% of 290,000 active; inhibition, % at 20 µM; hits with a dose series show IC50 in µM; in the data active means inhibition mostly above about 52%, no sharp cut-off; inactive means mostly below about 76%; further: some results filed as inactive read as strong as hits
# Hep lipid drop = modulators of hepatic lipid droplet formation. AML12 mouse hepatocytes, oleate lipid droplets, BODIPY imaging. inhibition, % at 6.5 µM. 0.4% of 240,000 active. AID 1656;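 active means lipid droplet intensity inhibited by at least 50%, with more than 500 cells counted; inconclusive means wells with under 300 cells, treated as cytotoxic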
#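 material = mouse AML12 hepatocyte cell line, fixed after treatment | also added = 100 µM oleic acid challenge | doses = compound at 6.5 µM only | schedule = overnight exposure | technique = Image-based BODIPY and DAPI two-channel analysis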
# Hep lipid drop cells 6.5 µM = recorded beside Hep lipid drop, whose call it bears; cell count; measured here: cell count, cytotoxicity flag;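 cells counted across two imaged fields per well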
# Myeloid diff MLP GFP+ MAC1+ % = also measured in Myeloid diff MLP; calls as there; GFP+ MAC1+ double positive, %; measured here: differentiation confirmed by MAC1 staining
# * hit, by the source's call; i = inactive; ? = inconclusive; . = not tested or not shown; + = active, no number. Unless noted, no stated cut-off is given here; in the data, active means inhibition above about 50%; inactive means the rest.
SMILES,NOD2 inhibition,AID2073,Dengue-2 NS5 capping,Myeloid diff MLP,Myeloid diff MLP GFP+ MAC1+ %,XIAP displacement,SIAH1 antagonists,LYP phosphatase,HIV fusion peptide,Hep lipid drop,Hep lipid drop cells 6.5 µM
CN1C(=O)NC(c2ccccc2[N+](=O)[O-])C2=C1CCCC2=O (configuration not stated),2%,7%,?,+,11*,.,10µM*,-2%,127%,3,418
Cc1cccc(NC(=S)N2CCCCC2c2cccnc2)c1C (configuration not stated),19%,-25%,-2%,i,0.7,.,1%,-1%,-2.4%,15,690
O=C(O)c1cc(-c2cccs2)nc2ccc(Br)cc12,3%,36%,3%,i,0.2,.,3%,-6%,5.9%,-3,810
CC(C)CC(NC(=O)C(CC(C)C)NC(=O)C(Cc1ccc(OCc2ccccc2)cc1)NC(=O)OC(C)(C)C)C(N)=O (configuration not stated),-18%,-7%,-4%,i,0.7,-14%,0%,-4%,-1.1%,-12,748
Cc1nn(CC(=O)OCC(=O)Nc2ccccc2[N+](=O)[O-])c(C)c1[N+](=O)[O-],-1%,5%,2%,i,0.1,-4.1%,22%,-4%,-0.2%,-7,668
Cn1nnnc1SCCNCc1cccc2ccccc12,-4%,-6%,-2%,i,1.2,-1.2%,0%,2%,1.7%,.,.
Cn1cc(S(=O)(=O)NCCc2ccccc2)c(=O)n(C)c1=O,19%,6%,1%,i,0.5,.,0%,-5%,0.7%,0,631
Cc1ccc(-c2cc(C(=O)N3CCOCC3)c3cc(C)ccc3n2)cc1,-6%,16%,-2%,i,6.5,.,3%,-2%,-0.9%,-9,835
CC(=O)c1ccc(NC(=O)c2cc(CC(C)C)on2)cc1,-29%,4%,-4%,i,1.2,-1.6%,1%,-2%,-1.4%,-1,687
C=CCn1c(CNC(=O)c2ccco2)nnc1SCC(=O)c1ccccc1,2%,4%,-7%,i,0.1,-3.8%,-7%,-3%,-2.4%,8,680
O=C(Nc1ccc(Br)cc1)c1ccc(-n2cnnn2)cc1,20%,-7%,-11%,i,1.0,.,0%,-13%,0.4%,5,756
Cc1oc(/N=C/c2ccc(O)cc2O)c(C#N)c1C,10%,5%,4%,i,0.4,-3.5%,-6%,-7%,28%,28,672
CC1CCCCN1C(=O)CCS(=O)(=O)Cc1ccccc1 (configuration not stated),9%,-10%,-5%,i,0.7,.,4%,-6%,-2.4%,-9,746
C/C(=N/Oc1nc(C)cc(C)n1)c1ccccc1,-9%,-4%,-1%,i,0.7,-12%,-2%,-5%,-1.9%,9,761
N#CC(C#N)=C/C=C(\Nc1ccc(Cl)cc1)c1ccc(Cl)cc1,9%,8%,-23%,i,0.4,.,1%,0%,3.3%,-25,743
Cc1cc(C)c(S(=O)(=O)c2ccccc2C)c(SCC(C)C)n1,-8%,-3%,-4%,i,0.9,0.8%,1%,-5%,0.5%,-11,634
O=C(CC12CC3CC(CC(C3)C1)C2)NC(=S)N1CCCCC1,2%,-23%,-8%,i,0.7,-12%,2%,4%,1.5%,24,697
Cc1ccc(C)c(NC(=O)CN(C)C(=O)Cc2ccc(Cl)cc2Cl)c1,-64%,10%,-1%,i,1.1,.,-8%,-6%,0.6%,-11,760
C=CCN1/C(=C(\C#N)C2=NS(=O)(=O)c3ccccc32)N(C)c2ccccc21,-1%,-1%,1%,i,0.7,-7.5%,-2%,-3%,1.1%,-13,776
CC(=O)C1=C(C)NC(SCC(=O)Nc2nccs2)=C(C#N)C1c1ccccc1Cl (configuration not stated),10%,-11%,5%,i,0.6,-1.0%,24%,6%,2.8%,39,663
CC(CN(C)Cc1nc(Cc2cccc(C(F)(F)F)c2)no1)CN1CCCC1 (configuration not stated),3%,-1%,-10%,i,0.2,-4.2%,2%,-4%,-1.0%,1,725
COc1ccc(-c2nnc(NC(=O)c3ccc([N+](=O)[O-])o3)o2)c(OC)c1,.,-14%,-6%,i,1.9,.,-1%,-2%,-1.0%,1,797
CC1=CC(C)[C@H](/C=N/n2c(=O)[nH]c3c([nH]c4ccc(Br)cc43)c2=O)C(C)C1 (some centres not stated),2%,30%,7%,i,0.4,-2.2%,21%,-11%,1.1%,-8,742
CCOC(=O)c1cc(C(=O)NN)c(C)nc1C,15%,-3%,.,i,0.2,-3.8%,-1%,-3%,-0.3%,-10,723
Cc1ccc(N=C2SC(C(=O)Nc3ccc(OC(F)(F)F)cc3)C(N)=C2C(=O)Nc2c(C)cc(C)cc2C)cc1 (configuration not stated),0%,?,-3%,i,0.2,-4.6%,0%,8%,7.8%,15,661

# The final four entries of the part above lead into the next.
SMILES,NOD2 inhibition,AID2073,Dengue-2 NS5 capping,Myeloid diff MLP,Myeloid diff MLP GFP+ MAC1+ %,XIAP displacement,SIAH1 antagonists,LYP phosphatase,HIV fusion peptide,Hep lipid drop,Hep lipid drop cells 6.5 µM
COc1ccc(-c2nnc(NC(=O)c3ccc([N+](=O)[O-])o3)o2)c(OC)c1,.,-14%,-6%,i,1.9,.,-1%,-2%,-1.0%,1,797
CC1=CC(C)[C@H](/C=N/n2c(=O)[nH]c3c([nH]c4ccc(Br)cc43)c2=O)C(C)C1 (some centres not stated),2%,30%,7%,i,0.4,-2.2%,21%,-11%,1.1%,-8,742
CCOC(=O)c1cc(C(=O)NN)c(C)nc1C,15%,-3%,.,i,0.2,-3.8%,-1%,-3%,-0.3%,-10,723
Cc1ccc(N=C2SC(C(=O)Nc3ccc(OC(F)(F)F)cc3)C(N)=C2C(=O)Nc2c(C)cc(C)cc2C)cc1 (configuration not stated),0%,?,-3%,i,0.2,-4.6%,0%,8%,7.8%,15,661
O=C1CCc2cc(S(=O)(=O)NC(C(=O)N3CCN(c4ccccn4)CC3)c3ccccc3)ccc2N1 (configuration not stated),-1%,42%,3%,i,0.8,0.8%,-8%,-4%,0.9%,-11,681
CC1=C(C(=O)Nc2ccc(C(=O)NCCC(C)C)cc2)SCCO1,-19%,7%,2%,i,0.4,.,2%,-2%,0.3%,24,832
COc1cc2c(cc1NC(=S)Nc1cccc(C(F)(F)F)c1)oc1ccccc12,11%,-11%,4%,i,0.2,-4.5%,6%,-4%,-1.6%,5,713
CCOC(=O)N1CCN(Cc2nc3c(c(=O)n(C)c(=O)n3C)n2Cc2cc(C)ccc2C)CC1,16%,10%,.,.,.,-3.3%,-2%,3%,1.2%,.,.
COC(=O)c1cc(S(=O)(=O)NCC2CCN(Cc3ccc(C)cc3)CC2)c[nH]1,4%,-2%,4%,i,0.0,.,3%,-16%,2.4%,-3,743
CCN(CC)c1ccc(NC(=O)c2cc3ccccc3o2)c(C)c1,11%,-12%,-6%,i,5.3,-7.1%,-1%,3%,-2.9%,21,713
COc1ccc(S(=O)(=O)N2CCC(C(=O)N3CCc4ccccc4C3)CC2)cc1Cl,-6%,1%,-4%,i,8.1,-5.3%,3%,-1%,-4.1%,5,739
C=CCn1c(C)csc1=Nc1ccccc1C,-2%,-11%,-9%,i,0.1,-3.0%,-1%,-7%,-2.0%,-4,740
Cc1noc(C)c1CN1C(=O)c2cccc([N+](=O)[O-])c2C1=O,-12%,20%,-2%,i,0.5,.,0%,-6%,-0.6%,-4,716
COc1ccc(NC(=O)C2CCCCN2CC(=O)OCc2ccccc2)cc1OC (configuration not stated),-14%,-6%,2%,i,0.5,-5.1%,-2%,-2%,-0.5%,.,.
Cc1ccc(NC(=O)Cn2cnc3c(oc4nc5c(cc43)COC(C)(C)C5)c2=O)cc1,16%,20%,9%,i,0.4,0.9%,8%,-12%,1.3%,14,670
O=C(CCc1ccc(S(=O)(=O)NC2CCCCC2)cc1)NCc1ccccc1,9%,-1%,3%,i,1.3,-9.7%,-3%,-4%,0.3%,-6,800
COc1ccc([N+](=O)[O-])c(OC)c1C(=O)NC(=O)Nc1nc(C)nc(C)n1,2%,9%,0%,.,.,.,4%,-9%,-0.5%,4,848
COc1ccc(-c2cc(C(F)(F)F)c(C#N)c(SCC(=O)O)n2)cc1,10%,22%,-2%,i,0.3,-4.2%,3%,8%,2.9%,21,730
Cc1ccnc(NC(=O)CCC(=O)N(CC(=O)NC2CCCCC2)c2ccc3c(c2)OCO3)c1,-9%,-4%,-1%,i,1.4,-7.1%,-6%,-3%,1.0%,.,.
Cc1ccc2c([N+](=O)[O-])c(C)ccc2n1,12%,-3%,-6%,i,1.0,-1.2%,-1%,-10%,-2.6%,.,.
O=C(c1ccc(-n2cccc2)cc1)N1CCCCC1,-78%,6%,-1%,i,0.3,-2.5%,-4%,-2%,-0.1%,-4,689
O/N=C\c1ccc2noc(-c3ccc(Cl)cc3)c2c1,13%,41%,2%,i,0.2,.,-4%,-5%,0.0%,8,717
O=C(CCN1C(=O)/C(=C/c2ccccc2Cl)SC1=S)NC1CCCC1,-4%,12%,-6%,i,1.9,.,0%,-7%,0.1%,1,869
COCCN(C(=O)CCC(=O)Nc1cc(C)on1)C(C(=O)NC(C)(C)C)c1cccc(OC)c1OC (configuration not stated),28%,11%,0%,i,2.3,.,-2%,-7%,-1.1%,-2,788
C=C1c2cc(C)c(C)cc2NC(=O)N1c1ccccc1,1%,14%,-7%,?,.,.,1%,-1%,-0.8%,-2,688
CC(=O)Nc1ccc(NC(=O)CSc2nnc(NC(=O)c3cccc(F)c3)s2)cc1,-36%,19%,8%,i,0.7,.,-1%,-9%,1.6%,6,831
O=C1CC(c2ccccc2)CC(O)=C1C=NCCN1CCOCC1 (configuration not stated),-3%,1%,-4%,i,1.1,-0.2%,5%,-1%,0.9%,-3,643
Nc1ccccc1-c1nnc(SCc2ccccc2Cl)[nH]c1=O,-2%,0%,0%,i,2.2,-1.4%,-1%,0%,2.3%,0,767
CCOC(=O)c1sc(NC(=O)CSc2nccc(C)n2)nc1C,-4%,-7%,-12%,i,0.1,-6.1%,-4%,-5%,-2.1%,-6,724
# Remaining list, next part.
SMILES,NOD2 inhibition,AID2073,Dengue-2 NS5 capping,Myeloid diff MLP,Myeloid diff MLP GFP+ MAC1+ %,XIAP displacement,SIAH1 antagonists,LYP phosphatase,HIV fusion peptide,Hep lipid drop,Hep lipid drop cells 6.5 µM
c1ccc(N/N=C2\CCCc3ccccc32)nc1,-3%,-9%,3%,i,0.6,6.3%,-3%,2%,-1.6%,6,687
c1ccc(-c2nnc(CSc3nnc(-c4ccncc4)n3Cc3ccco3)o2)cc1,19%,-13%,1%,i,1.6,3.0%,7%,-4%,1.7%,.,.
Cc1ccc(N2C(=O)C3CCCN3C2=S)cc1 (configuration not stated),4%,-14%,0%,.,.,.,4%,-8%,2.0%,7,847
COc1ccc(C(=O)NC(C)CCCC(C)(C)O)cc1OC1CCN(C(C)=O)CC1 (configuration not stated),-3%,1%,5%,i,0.9,.,-4%,-9%,1.0%,13,857
CC(=O)Oc1ccc(N2C(=O)CCC2=O)cc1,19%,-3%,0%,i,1.0,-4.8%,-2%,-4%,-0.8%,6,764
CC(=O)Nc1ccc(OCC(=O)NCc2ccc(C)cc2)cc1,-2%,11%,-2%,i,0.6,-2.5%,-3%,-8%,1.0%,8,681
Cc1cccc(/C=N/NC(=O)c2cc(Br)ccc2OCc2ccccc2)n1,18%,-1%,4%,i,1.6,.,1%,-3%,2.2%,-18,818

# Not all compounds are listed; the hit share may differ from the screen's.
